UPR XBP1 act = activators of adaptive XBP1 UPR arm, primary screen, cell-based, CHO-XBP1 luciferase reporter, luminescence, uHTS. IRE1-XBP1 UPR activation; percent of tunicamycin response, DMSO as zero. activation, % at 20 µM. 330,000 tested, 0.33% active;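 active = versus positive control, 20 µM dose yields 30% or more activation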;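 note: 100% = tunicamycin at 10 µg/mL and 0% = DMSO only wells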
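Material – CHO cell line with stable XBP1 luciferase reporter · Buffer or medium – F12 plus 10% FBS · Compound – single point, 20 µM final compound, 1% DMSO · Schedule – 16-18 h cell attachment at 37 °C, then 6 h compound exposure · Signal – Steady-Glo luminescence read · Benchmarks – high control tunicamycin 10 µg/mL final, low control DMSO vehicle only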
CXCR6 inh = CXCR6 receptor inhibitors, primary screen, cell-based, beta-arrestin, luminescence, CHO-K1 PathHunter, 1536-well; C-X-C chemokine receptor type 6 (Homo sapiens), O00574; inhibition, % at 20 µM; 360,000 tested, 0.36% active; AID 602244, 2012; in the data active = inhibition above about 34%, passing the limit was not always enough;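 note: antagonist mode with CXCL16 agonist at 10 nM final; 0% = 10 nM CXCL16 with DMSO and 100% = unstimulated wells without agonist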
Target sequence (O00574 whole entry, looked up): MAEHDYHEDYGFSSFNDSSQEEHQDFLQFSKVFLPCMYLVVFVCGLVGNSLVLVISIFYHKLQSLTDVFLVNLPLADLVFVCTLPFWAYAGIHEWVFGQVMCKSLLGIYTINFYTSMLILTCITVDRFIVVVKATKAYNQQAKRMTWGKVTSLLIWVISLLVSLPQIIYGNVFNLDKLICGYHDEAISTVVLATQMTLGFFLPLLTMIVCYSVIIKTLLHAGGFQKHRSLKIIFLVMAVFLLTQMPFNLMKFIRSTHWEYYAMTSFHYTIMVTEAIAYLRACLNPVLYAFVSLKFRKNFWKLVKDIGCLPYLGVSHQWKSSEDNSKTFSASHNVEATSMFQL
APJ ag = agonists of human apelin receptor APJ, primary screen, CHO-K1 cells, PathHunter beta-arrestin, luminescence; P35414; 0% DMSO wells, 100% apelin; activation, % at 20 µM; 330,000 tested, 0.11% active; AID 2520, 2010;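 active = activation more than six SD over the plate average, tested at 20 µM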;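 note: 0% = DMSO alone and 100% = apelin-13 at 10 nM; some results filed as inactive read as strong as hits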
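Assay system: CHO-K1 cells stably expressing ProLink-tagged human APJ and arrestin–beta-gal acceptor. Compound dosing: 20 µM single point, 1% DMSO. Times: 16-18 h seeding, 90 min dark compound exposure, 60 min detection. Detection: beta-gal luminescence. Evaluation: APJ–arrestin association signal. Controls: negative DMSO alone, positive Apelin-13 at 10 nM.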
EBI2 block = EBI2 receptor antagonists, beta-arrestin recruitment, primary screen, cell-based, luminescence, 7a,25-OHC stimulation, uHTS; G-protein coupled receptor 183 (Homo sapiens), P32249; 7a,25-OHC stimulated; inhibition, % at 5 µM; 360,000 tested, 0.81% active; AID 651636, 2012; in the data active = inhibition above about 38%;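 note: enzyme fragment complementation signal reports receptor beta-arrestin coupling in cells; 0% = agonist plus DMSO wells and 100% = wells without agonist; some results beyond the cut were filed as inactive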
APJ antagonist = antagonists of human apelin receptor APJ, primary screen, CHO-K1 cells, beta-arrestin complementation, luminescence; inhibition, % at 20 µM; AID 2521, 2010; P35414; 330,000 tested, 0.32% active;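 active = inhibition above about 40% at 20 µM, limit read from the data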;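 note: cells challenged with 10 nM apelin-13 agonist together with compound; plate controls were apelin-13 plus DMSO wells for no effect and DMSO wells lacking apelin-13 for full effect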
UPR CHOP act = activators of apoptotic CHOP UPR arm, primary screen, cell-based, CHO-CHOP luciferase reporter, luminescence, uHTS | UPR activation; percent of tunicamycin response over DMSO baseline | 330,000 tested, 0.34% active | activation, % at 10 µM;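 active = at 10 µM dose, activation of 40% or more, normalized to positive control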;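 note: 100% = tunicamycin at 10 µg/mL and 0% = DMSO alone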
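Evaluation: % reporter activation, DMSO baseline versus tunicamycin full activation; System: CHO-CHOP luciferase reporter cell line; Input: 500 cells/well; Incubation: 6 h compound treatment, 37 °C; Measured by: Steady-Glo luciferase luminescence; Dosing: one dose, 10 µM in 0.5% DMSO; Buffer or medium: F12 medium, 10% FBS; Benchmarks: positive tunicamycin 10 µg/mL, negative DMSO alone.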
tim23-1 inh = growth inhibitors of tim23-1 mutant yeast, primary screen, luminescence, uHTS. S. cerevisiae tim23-1 growth, BacTiter-Glo luminescence, 24 h. inhibition, % at 20 µM. 330,000 tested, 1.3% active. AID 463212, 2010;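 active = growth inhibition of the mutant yeast at or above 50%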;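 note: temperature-sensitive mutant grown at 25 °C; plate controls were DMSO-treated mutant yeast for no effect and medium wells lacking yeast for full effect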
Mdm2 MdmX PPI = inhibitors of human Mdm2-MdmX association, primary screen, cell-based, luminescence, split luciferase, SaOS-2, uHTS; 330,000 tested, 3% active; SaOS-2 split-luciferase Mdm2/MdmX complementation; AID 485346, 2010; inhibition, % at 8 µM;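 active = inhibition of at least 50% at 8 µM in the primary screen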
CCR6 antag = CCR6 receptor antagonists, primary screen, cell-based, CHO-K1, luminescence, beta-arrestin, uHTS. C-C chemokine receptor type 6 (Homo sapiens), P51684. 340,000 tested, 0.49% active. inhibition, % at 20 µM. CHO-K1 CCR6 PathHunter beta-arrestin, CCL20-stimulated;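 active = compounds whose inhibition of the agonist-driven luminescence signal at 20 µM reaches about 50%, limit read from the data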;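 note: cells stimulated with CCL20 at 14 nM final; plate controls were DMSO with CCL20 for no effect and DMSO without agonist for full effect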
Target sequence (P51684 whole entry, looked up): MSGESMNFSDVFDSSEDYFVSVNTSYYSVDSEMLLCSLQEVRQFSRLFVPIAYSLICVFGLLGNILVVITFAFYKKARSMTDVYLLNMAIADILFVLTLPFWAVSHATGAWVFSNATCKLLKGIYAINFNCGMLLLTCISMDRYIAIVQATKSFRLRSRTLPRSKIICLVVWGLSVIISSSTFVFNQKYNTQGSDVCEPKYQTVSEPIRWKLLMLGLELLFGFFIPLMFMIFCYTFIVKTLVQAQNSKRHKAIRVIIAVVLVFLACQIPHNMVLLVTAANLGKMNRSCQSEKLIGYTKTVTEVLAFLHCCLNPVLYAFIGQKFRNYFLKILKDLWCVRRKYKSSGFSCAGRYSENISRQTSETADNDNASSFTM
* hit, by the source's call.

SMILES	UPR XBP1 act	CXCR6 inh	APJ ag	EBI2 block	APJ antagonist	UPR CHOP act	tim23-1 inh	Mdm2 MdmX PPI	CCR6 antag
Cc1nc(-c2coc3c(CN(C)C)c(O)ccc3c2=O)cs1	0	-4	1	0	3	-0.2	7	15	-6
NS(=O)(=O)c1ccc(CCNC(=O)COC(=O)/C=C/c2ccc(OC(F)F)cc2)cc1	-1	-6	4	20	11	0.5	-12	24	3
COc1cc(C2NC(=O)NC(C)=C2[N+](=O)[O-])cc(OC)c1OC (stereo unspecified)	-2	-6	-1	-7	4	-0.1	-7	-12	3
COc1ccc2c(c1)c1nc3ccccc3nc1n2CCCN1C(=O)c2ccccc2C1=O	4	3	-3	11	16	0.7	-32	28	7
CNC(=S)NCc1ccc(OC)cc1	0	-8	-4	-8	10	-1.1	9	28	-11
O=C(Nn1cnnc1)c1ccccc1CCc1ccccc1	-1	2	-4	-1	1	-0.4	-1	9	5
CC(C)C(NC(=O)OCc1ccccc1)C(=O)OCC(=O)N1CCCCC1 (stereo unspecified)	0	-7	4	3	11	6.4	-1	-30	32
Cn1cnnc1SCc1ccc(C(=O)NN)cc1	1	-10	-1	-11	1	-1.0	14	10	-7
c1ccc(C[C@H]2CNCCN2CC2CCCCC2)cc1	-1	-5	1	-9	20	0.4	-4	20	11
COc1cccc(NC(=O)CS(=O)(=O)c2cccc3nsnc23)c1	-5	3	-1	-1	6	1.5	16	11	17
Cc1cc(-c2nnc(CCC(=O)N(C)Cc3ccsc3)o2)no1	0	1	0	-9	1	1.5	-13	15	-3
CC(=O)c1cc(C)ccc1OC(=O)c1cccnc1	-5	-19	1	-13	5	1.1	3	-14	5
COC(=O)c1[nH]c2ccc(Br)cc2c1NC(=O)CN1CCCCC1CCO (stereo unspecified)	-2	-12	0	-5	7	-1.0	12	-19	-12
O=C(CSC(=S)N1CCCCC1)N1N=CCC1c1ccccc1 (stereo unspecified)	2	3	0	-6	-5	1.4	38	0	-10
CC(C)=CC(=O)Nc1nnc(-c2ccccc2)s1	-1	-4	4	-6	12	5.1	11	-81	5
O=C1O[C@@H](c2ccc(O)cc2)Cc2cccc(O)c21	2	8	-4	-2	-1	2.2	31	-31	8
Cc1ccccc1OCC(=O)NCCCNC(=O)c1ccncc1	0	-1	-2	-12	7	0.6	0	11	16
O=C(NCC1CCCO1)C1CCN(C2CCN(Cc3cccs3)CC2)CC1 (stereo unspecified)	-2	4	-5	-5	2	2.9	5	-14	-2
CCOC(=O)c1[nH]c2cc3c(cc2c1NC(=O)CN1CCc2ccccc2C1)OCO3	3	2	0	-15	-1	0.6	4	-7	7
c1ccc(-n2nnnc2SCc2ccccn2)cc1	2	-2	0	-13	-6	-0.2	4	-8	3
N#CC1CC(c2ccc([N+](=O)[O-])cc2)=NN1c1ccc([N+](=O)[O-])cc1 (stereo unspecified)	-2	10	2	5	-13	-0.2	3	-6	6
Cc1cc(Nc2cccc(Cl)c2Cl)n2ncnc2n1	-4	-11	-3	-14	16	-0.6	11	18	10
CCCNC(=O)COC(=O)C1CCN(S(=O)(=O)c2ccc3c(c2)OCCO3)CC1	-3	2	-7	-7	-3	1.0	-6	-5	4
Cc1ccccc1Nc1nc(N)nc(CSc2nnc(C)n2C)n1	-3	0	-1	-9	2	-1.1	3	-2	12
Cc1cc(C(=O)N2CCN(c3cccc(Cl)c3)CC2)c(C)o1	-3	-2	-3	1	16	0.1	4	28	9
Cc1nc(C)c(-c2csc(NCCc3ccccc3)n2)s1	6	-3	-1	11	-2	11	3	-30	12
COC(=O)c1c(NC(=O)CCNCc2ccco2)sc2c1CCC2	0	1	-1	-5	3	1.7	17	19	12
COC(C(=O)Nc1ccnn1C1CCN(Cc2cnn(C(C)C)c2)CC1)c1ccccc1 (stereo unspecified)	-4	-4	2	3	17	1.0	-4	2	-6
Cc1ccc(S(=O)(=O)N2CCCC2=O)c(C)c1N(C)S(C)(=O)=O	-3	12	-3	-12	-1	1.2	11	4	-8
COc1ccc(C(CNC(=O)c2ccco2)N2CCOCC2)cc1 (stereo unspecified)	1	-5	-5	-1	3	0.2	0	18	4
Cc1ccc(C(=O)Nc2nc(=O)n(C(=O)CC(C)C)s2)cc1	-2	2	-1	-1	16	-0.2	24	14	13
CCN(CC)P(=O)(Nc1ccc(SC(F)F)cc1)c1ccc(N(C)C)cc1NC(=O)c1ccco1 (stereo unspecified)	-2	5	-4	12	-1	0.3	10	23	24
Nc1nc(OCC2CCCCC2)c2[nH]cnc2n1	12	-3	4	4	-6	4.4	21	46	-4
CCCCn1c(CCNC(=O)CCC)nc2ccccc21	5	-2	1	4	15	2.7	4	-5	4
N#Cc1c(N2CCCC2)nsc1-c1ccccc1	5	-8	-1	-15	12	5.4	11	-22	19
O=C(COC(=O)c1n[nH]c2ccccc12)Nc1ccccc1Br	6	0	-1	16	6	2.4	23	-8	2
CCCCC(NC(=O)c1ccc(Cl)cc1)C(=O)O (stereo unspecified)	-2	3	-4	1	3	-1.1	-1	4	1
CCO[C@@H]1OC(C(=O)Nc2ccccc2)=C[C@H](C2CC2)[C@H]1CCCO	-1	-1	-2	0	16	0.8	21	-5	11
NCCCC[C@@H](C(=O)N1CCNCC1)n1cc(CCC(=O)O)nn1	-1	-9	-5	-9	9	-1.2	18	-23	2
CC(=O)Nc1ccc(/C=N/NC(=O)c2cc3cc(C)ccc3nc2C)cc1	0	5	3	-6	2	3.5	25	-22	1
CCN(C(=O)COC(=O)c1ccc(=O)n(Cc2ccccc2)n1)C1CCCCC1	2	-4	-4	12	-38	0.2	20	16	5
O=C(c1ccccn1)N1CCCC(N2CCN(c3ccccc3)CC2)C1 (stereo unspecified)	-1	4	4	-7	-5	0.3	-12	-4	6
CCCCn1c(CCC(=O)O)nc2cc(S(=O)(=O)N3CCCC3)ccc21	-3	0	-1	1	6	-0.5	-1	-5	4
O=C1C2C3C=CC(CC3)C2C(=O)N1/N=C/c1ccco1 (stereo unspecified)	4	-1	-4	0	-15	1.1	0	22	-16
CCNC(=O)C(=O)Nc1cc2c3c(c1)CCN3C(=O)CC2	-4	-4	-2	-16	0	-1.1	-15	16	11
O=C(Nc1ccc(S(=O)(=O)N2CCCCC2)cc1)C1CCCO1 (stereo unspecified)	-2	8	-1	-9	-1	0.6	5	16	17
CC(NC(=S)NC1CCCCC1)C(c1cccs1)N1CCOCC1 (stereo unspecified)	-1	4	-3	-14	10	-1.0	22	0	-1
Fc1ccccc1NC(=S)NCCc1cccc(Cl)c1	-3	-10	11	-13	-46	5.4	46	-12	4
Cc1cc([N+](=O)[O-])nn1Cc1ccccc1F	-1	5	-6	0	10	0.2	4	-21	7
COc1ccc2oc(=Nc3ccc(C(=O)O)cc3)c(C(=O)NCc3ccco3)cc2c1	8	3	-3	10	0	-0.4	0	11	11
O=C(Nc1ccc(N2CCOCC2)cc1)c1cccc(S(=O)(=O)N2CCCCC2)c1	-4	-8	-15	-10	4	-0.7	8	44	1
CCCOc1ccc2c(=O)c(-c3cc(C(=O)OC)oc3C)c(C)oc2c1	-4	4	2	-5	-2	-0.3	1	-3	10
Cc1ccc(C(=O)OCC(=O)Nc2ccc3c(c2)OCCO3)cc1C	-4	-1	4	2	12	0.0	0	-7	7
CC(=O)c1ccc(OC(C)C(=O)NCC2(N3CCOCC3)CCCCC2)cc1 (stereo unspecified)	-4	-7	-7	-14	-3	1.7	-2	12	9
COc1ccc(C(=O)NCC(=O)Nc2ccc(F)cc2)cc1OC	0	-6	-5	-20	8	0.3	-2	10	13
CCOc1cc(/C=N/O)cc(Br)c1OC	-1	-4	-2	8	11	-1.6	-10	19	5
COc1ccc(-n2ncc3c(=O)n(CC(=O)N(C(C)C)C(C)C)cnc32)cc1	-2	0	-3	8	13	1.7	22	19	0

Source: PubChem BioAssay

Some of the compounds tested. The share of hits here may be higher or lower than overall.
